TDP1 block: inhibitors of human tyrosyl-DNA phosphodiesterase TDP1; Q9NUW8; recombinant TDP1, AlphaScreen DNA substrate cleavage; Potency, µM (doses to about 130 µM), for the others: at the top dose activity change, negative = inhibition, usual class: inhibitors; AID 485290; 0.28% of 350,000 active; also: nearly all actives have a fitted effect of over 40% in size
Target sequence (Q9NUW8 whole entry, looked up): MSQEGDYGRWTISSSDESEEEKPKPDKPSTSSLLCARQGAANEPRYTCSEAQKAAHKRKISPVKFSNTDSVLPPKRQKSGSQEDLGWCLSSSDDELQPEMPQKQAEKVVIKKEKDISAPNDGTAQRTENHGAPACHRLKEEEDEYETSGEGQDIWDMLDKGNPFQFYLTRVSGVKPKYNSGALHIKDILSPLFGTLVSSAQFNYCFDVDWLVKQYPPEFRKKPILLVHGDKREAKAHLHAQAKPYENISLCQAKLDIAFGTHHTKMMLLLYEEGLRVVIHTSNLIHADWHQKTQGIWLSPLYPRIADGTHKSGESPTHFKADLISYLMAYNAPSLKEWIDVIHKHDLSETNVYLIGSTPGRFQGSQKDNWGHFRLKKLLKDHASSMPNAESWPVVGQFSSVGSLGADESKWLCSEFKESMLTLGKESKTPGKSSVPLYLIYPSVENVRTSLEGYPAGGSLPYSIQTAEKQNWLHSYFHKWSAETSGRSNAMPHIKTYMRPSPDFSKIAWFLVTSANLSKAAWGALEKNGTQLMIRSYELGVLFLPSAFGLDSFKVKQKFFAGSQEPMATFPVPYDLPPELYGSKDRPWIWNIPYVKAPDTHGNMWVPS
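Tdp1 1 nM final; 15 min RT w/ cpd; substrate 15 nM, 5 min; beads 10 ug/ml, 10 min; AlphaScreen read. Neg ctrl: no enzyme.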
DT40 TDP1 CPT: DT40-hTDP1 cell growth loss with CPT; chicken DT40 Tdp1-/-;hTDP1 cells + 20 nM CPT, ATP luminescence, 48 h; Potency, µM (titrated, usually from 46.2 µM), for inactives: at the highest dose activity change, negative = growth inhibition, most hits filed as inhibitors; 12% of 420,000 active; AID 686979; also: nearly all actives have a fitted effect of over 55% in size
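Cell growth measured by CellTiter-Glo luminescence after a minimum 48 h, 37 C compound exposure with 20 nM CPT in Tdp1-knockout DT40 cells stably expressing hTDP1, seeded 400/well; qHTS titration format.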
DT40 TDP1 no CPT: qHTS for Inhibitors of human tyrosyl-DNA phosphodiesterase 1 (TDP1): qHTS in cells in absence of CPT; DT40 Tdp1-/- hTDP1 cells, no CPT, ATP luminescence, 48 h; Potency, µM (series often up to 46.2 µM), inactives show top-dose activity change, negative = growth inhibition, usual class: inhibitors; 15% of 420,000 active; also: nearly all actives have a fitted effect of over 55% in size
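Chicken DT40 Tdp1-/- cells stably complemented with human TDP1 were seeded at 400 cells/well with DMSO in place of 20 nM camptothecin. After compound pinning, cells grew at least 48 hr at 37 °C; viability read by CellTiter-Glo luminescence.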
* hit, by the source's call; ? = inconclusive; nt = not tested or not shown; & = joins results of further samples; [ ] = another dose, or the depositor's remark. Calls follow the shape of the dose curve; as a rule, active = well fitted curve in the direction sought with a large enough effect; inconclusive = small, poorly fitted or top-dose-only effect, or another doubt; inactive = no such curve, though single readings can be large; an effect the other way counts as inactive or inconclusive. % is scaled to controls: 0 for no effect and ±100 for the full control effect; potency is read from the fitted curve at half-maximal effect.

SMILES | TDP1 block | DT40 TDP1 CPT | DT40 TDP1 no CPT
CC(=O)c1ccc(NC(=O)Cn2nc(C(F)(F)F)c3c2CCCC3)cc1 | 0% | -29% | ?
O=C(Nc1ccncc1)c1ccccc1F | -1% | ? | -26%
O=C(Cn1c(CO)nc2ccccc21)NCCc1ccc(F)cc1 | 7% | 5% | 16%
O=C(OCC1COc2ccccc2O1)c1ccccc1F (centres undefined) | -8% | 4% | 0%
CCc1ccc(CN2CCC(Oc3ccc(C(=O)N4CCCCC4)cc3)CC2)cc1 | 3% | ? | 15µM*
Cc1nc(NC(=O)c2oc3ccccc3c2C)sc1C(=O)N(C)C | -4% | ? | ?
COc1ccc(C(=O)C2CCCN(C3Cc4ccccc4C3)C2)cc1OC (centres undefined) | 0% | -13% | ?
COc1cccc(NS(=O)(=O)c2ccc3c(c2)N(C(C)=O)CCO3)c1 | 3% | ? | -24%
CCCCNC(=O)C1(C)CCN1C(=O)c1ccc(F)cc1Cl (centres undefined) | nt | 0% | -2%
Cc1ccc(CNC(=O)CN2C(=O)CCc3cc(S(=O)(=O)N4CCCCC4)ccc32)cc1 | -1% | -21% | ?
O=C1CN=C(Nc2ccc(Cl)cc2)N1c1ccccc1 | 6% | -13% | ?
O=C(N/N=C/c1ccco1)c1cc(-c2cccc(Br)c2)nc2ccccc12 | 9% | ? | 5.8µM*
COc1ccc(CCNC(=O)Nc2ccc3c(c2)c(=O)n(C)n3Cc2ccc(F)cc2)cc1OC | nt | ? | ?
Cc1nn(C)cc1CNC(=O)c1cccc(Cl)c1 | 0% | -3% | 0%
CN(CC(=O)Nc1c(Cl)cccc1Cl)C(=O)C1=COCCO1 | -12% | 4% | -14%
COc1ccc(O)c(CN2CCOc3c(cc(-c4cccc(OC)n4)cc3OC)C2)c1 | nt | -3%[9.04 µM] | ?
CSc1ccc(CN2CCC2(C)C(=O)NC2CCc3ccccc32)cc1 (centres undefined) | nt | ? | 16µM*
Cc1ccc(SCCN2CCC(O)CCC2=O)cc1 (centres undefined) | nt | -3%&-1% | -4%&-21%
CN(C)S(=O)(=O)c1ccc(C(=O)NCc2cccs2)cc1 | 2% | 2% | 1%
O=C(COC(=O)c1ccc2ncsc2c1)Nc1cccc(Cl)c1 | -2% | 1% | 1%
CC[C@H](C)/C=C(C)/C=C/C(=O)Cc1cc(O)c(C)c(O)c1C=O | nt | ? | ?
Cc1c(Cl)cccc1NC(=O)c1ncn(-c2ccccc2)n1 | 8% | -17% | -5%
Cc1ccc(C)c(NC(=O)Cn2ccn(-c3ccc(F)cc3)c(=O)c2=O)c1 | -1% | 8% | 18%
COc1ccc2cc(C(=O)NCCCN3CCCC3=O)[nH]c2c1 | 1% | 0% | 1%
CC(=O)/C(N=Nc1cc(C)ccc1O)=C(\C)O | 1% | 2% | -23%

A second format for some results above:
> CC[C@H](C)/C=C(C)/C=C/C(=O)Cc1cc(O)c(C)c(O)c1C=O
  TDP1 block: nt | DT40 TDP1 CPT: ? | DT40 TDP1 no CPT: ?
> Cc1c(Cl)cccc1NC(=O)c1ncn(-c2ccccc2)n1
  TDP1 block: 8% | DT40 TDP1 CPT: -17% | DT40 TDP1 no CPT: -5%
> Cc1ccc(C)c(NC(=O)Cn2ccn(-c3ccc(F)cc3)c(=O)c2=O)c1
  TDP1 block: -1% | DT40 TDP1 CPT: 8% | DT40 TDP1 no CPT: 18%
> COc1ccc2cc(C(=O)NCCCN3CCCC3=O)[nH]c2c1
  TDP1 block: 1% | DT40 TDP1 CPT: 0% | DT40 TDP1 no CPT: 1%

Other results.
SMILES | TDP1 block | DT40 TDP1 CPT | DT40 TDP1 no CPT
O=C(CSC1=NCCS1)N1CCOCC1 | 0% | -1% | -28%
O=C(Nc1cccc(C(F)(F)F)c1)c1cnc2n(c1=O)CCS2 | 0% | -18% | -19%
COc1ccc(C(=O)O/N=C(\N)c2ccccc2)cc1OC | nt | ? | -31%
CCOC(=O)C1(Cc2ccccc2)CCN(Cc2ccc3c(c2)OCCO3)CC1 | 3% | 0% | -17%
Cc1nc2cccnc2n1C1CCN(C(=O)Nc2ccccc2)CC1 | -1% | -22% | 0%
COCCCNC(=O)c1oc2ccc(S(=O)(=O)N(C)C3CCCCC3)cc2c1C | 3% | ? | ?
CCOC(=O)c1cccc(NC(=O)CN(c2ccc(C)cc2)S(=O)(=O)c2c(C)noc2C)c1 | -5% | ? | ?
Cc1cccc(N2C(=O)CC(SC(=Nc3ccccc3)Nc3ccccc3)C2=O)c1 (centres undefined) | 5% | ? | ?
O=C(CSc1nc2ccccc2nc1Cc1ccc(Cl)cc1)Nc1ccc2c(c1)OCO2 | 5% | -13% | -3%
O=C(NCCc1ccc(Cl)cc1Cl)c1cccnc1 | 2% | ? | -20%
CC(C)C1N=C2c3ccccc3N=C(SCC(=O)NCc3ccc(F)cc3)N2C1=O (centres undefined) | -1% | ? | -20%
COc1ccc2c(c1)c(=O)oc1c(C)c(OCc3cc(C(=O)O)oc3C)ccc12 | 0% | 11% | -1%
O=C(/C=C/c1cccc([N+](=O)[O-])c1)NCCN1C(=O)S/C(=C\c2ccc(F)cc2)C1=O | 2% | ? | ?
COc1ccccc1CNC(=O)CCC(=O)N1Cc2ccccc2Oc2ncccc21 | 0% | ? | -23%
COc1ccc(S(=O)(=O)N(C)[C@H]2C[C@H]3c4cc(N5CCN(C)CC5)ccc4CCN3C(=O)[C@H]2[C@H](C)O)cc1 | nt | -25% | -3%
Cc1ccc(S(=O)(=O)NC(=O)C2(C)CCN2C(=O)c2ccccc2CCc2ccccc2)nc1 (centres undefined) | nt | 0% | -9%
CCC(=O)c1c[nH]c(C(=O)NCC2CCCO2)c1 (centres undefined) | 3% | 0% | 0%

Laid out differently: entries from further up
Order of results – TDP1 block, DT40 TDP1 CPT, DT40 TDP1 no CPT
O=C(CSC1=NCCS1)N1CCOCC1
    0%, -1%, -28%
O=C(Nc1cccc(C(F)(F)F)c1)c1cnc2n(c1=O)CCS2
    0%, -18%, -19%
COc1ccc(C(=O)O/N=C(\N)c2ccccc2)cc1OC
    nt, ?, -31%
CCOC(=O)C1(Cc2ccccc2)CCN(Cc2ccc3c(c2)OCCO3)CC1
    3%, 0%, -17%
Cc1nc2cccnc2n1C1CCN(C(=O)Nc2ccccc2)CC1
    -1%, -22%, 0%
COCCCNC(=O)c1oc2ccc(S(=O)(=O)N(C)C3CCCCC3)cc2c1C
    3%, ?, ?
CCOC(=O)c1cccc(NC(=O)CN(c2ccc(C)cc2)S(=O)(=O)c2c(C)noc2C)c1
    -5%, ?, ?
Cc1cccc(N2C(=O)CC(SC(=Nc3ccccc3)Nc3ccccc3)C2=O)c1 (centres undefined)
    5%, ?, ?
O=C(CSc1nc2ccccc2nc1Cc1ccc(Cl)cc1)Nc1ccc2c(c1)OCO2
    5%, -13%, -3%
O=C(NCCc1ccc(Cl)cc1Cl)c1cccnc1
    2%, ?, -20%
CC(C)C1N=C2c3ccccc3N=C(SCC(=O)NCc3ccc(F)cc3)N2C1=O (centres undefined)
    -1%, ?, -20%
COc1ccc2c(c1)c(=O)oc1c(C)c(OCc3cc(C(=O)O)oc3C)ccc12
    0%, 11%, -1%
O=C(/C=C/c1cccc([N+](=O)[O-])c1)NCCN1C(=O)S/C(=C\c2ccc(F)cc2)C1=O
    2%, ?, ?
COc1ccccc1CNC(=O)CCC(=O)N1Cc2ccccc2Oc2ncccc21
    0%, ?, -23%
COc1ccc(S(=O)(=O)N(C)[C@H]2C[C@H]3c4cc(N5CCN(C)CC5)ccc4CCN3C(=O)[C@H]2[C@H](C)O)cc1
    nt, -25%, -3%
Cc1ccc(S(=O)(=O)NC(=O)C2(C)CCN2C(=O)c2ccccc2CCc2ccccc2)nc1 (centres undefined)
    nt, 0%, -9%
CCC(=O)c1c[nH]c(C(=O)NCC2CCCO2)c1 (centres undefined)
    3%, 0%, 0%

Screens deposited in PubChem BioAssay by National Center for Advancing Translational Sciences (NCATS).
